Screening data (PubChem BioAssay)
TDP43 rescue: inhibitors of TDP-43 toxicity in yeast. TDP-43 expressing yeast growth rescue, BacTiter-Glo, 24 h. Potency, µM (series often up to 46.1 µM), for the others: top-dose growth rescue (activation), actives largely listed as activators. actives 1.8% (n = 410,000). AID 652104; further: potency means the concentration at half of the fitted maximal effect; % of control where 0% means no effect; nearly all actives have a fitted effect of over 50% in size
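Cell-based yeast growth screen: TDP-43 expression induced in galactose, inoculum OD600=0.02 after raffinose pregrowth to mid-log. Read-out BacTiter-Glo luminescence at 24 hr, 30 deg C; inhibition of toxicity seen as signal increase.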
GLP-1R agonist: agonists of human GLP-1 receptor. P43220. HEK293 GLP-1R CRE-luciferase, luminescence, 4-6 h; cells express a hypersensitive GLP-1R form. Potency, µM (series often up to 45.6 µM), without a hit: top-dose activation, most hits filed as activators. actives 0.007% (n = 380,000). AID 624172; further: potency means the concentration at half of the fitted maximal effect; % of control where 0% means no effect
FUS yeast rescue: FUS proteinopathy suppression in yeast. Potency, µM (titrated, usually from 76.6 µM), for the others: at the top dose growth rescue (activation), hits mostly activators. actives 0.24% (n = 390,000). S. cerevisiae FUS-expressing, growth rescue, OD600, 24 h. AID 1347120;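 further: potency means the concentration at half of the fitted maximal effect; plate controls were DMSO vehicle for no effect and reference control for full effect; nearly all actives have a fitted effect of over 55% in size; some results filed as inactive show a strong effect at the top dose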
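S. cerevisiae expressing FUS from galactose induction served as the toxicity model. Growth after 24hr at 30C, read as absorbance at 600 nm, indicates suppression of toxicity; compounds dosed at several concentrations.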
GLP1R inv ag: acts as inverse agonist at human GLP-1 receptor; P43220; HEK293 GLP-1R CRE-luciferase, luminescence, 24 h; GLP-1R form is constitutively active; Potency, µM (highest dose often 38.3 µM), for the others: at the top dose activity change, negative = inhibition, usual class: inhibitors; actives 1.6% (n = 410,000); further: potency means the concentration at half of the fitted maximal effect; on the % scale 0 is the no-effect control and ±100 the full control effect; nearly all actives have a fitted effect of over 55% in size
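Readout was luciferase luminescence, measured 12 min after detection reagent at room temperature. Beforehand, GLP-1R reporter HEK293 cells had sat 12 h, then received compounds for 24 hr at 37 deg C.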
Abeta rescue: compounds reversing amyloid beta toxicity in yeast; actives 0.063% (n = 410,000); yeast expressing A-beta42, growth rescue, OD600, 48 h; response scale: 0% DMSO, 100% iron-clioquinol control; Potency, µM (highest dose often 46.1 µM), without a hit: at the top dose growth rescue, hits mostly activators; further: potency means the concentration at half of the fitted maximal effect; nearly all actives have a fitted effect of over 55% in size
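Yeast growth medium received pinned compounds, then yeast cells expressing toxic A-beta were added; plates incubated at 30 C for 48 hr. Growth read as absorbance at 600 nm, normalized to DMSO and equimolar FeCl3 plus clioquinol controls.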
PTHR1 ag: PTHR1 (human) receptor agonism; Q03431; HEK293 GP2 PTHR1 cells, GloSensor cAMP luminescence, 1 h; Potency, µM (doses to about 115 µM), for the others: at the highest dose activation, actives largely listed as activators; actives 0.075% (n = 410,000); AID 743266; further: potency means the concentration at half of the fitted maximal effect; nearly all actives have a fitted effect of over 55% in size; some results filed as inactive show a strong effect at the top dose; inactives centre near -15; many of its hits are not listed in these tables
Target sequence (Q03431 whole entry, looked up): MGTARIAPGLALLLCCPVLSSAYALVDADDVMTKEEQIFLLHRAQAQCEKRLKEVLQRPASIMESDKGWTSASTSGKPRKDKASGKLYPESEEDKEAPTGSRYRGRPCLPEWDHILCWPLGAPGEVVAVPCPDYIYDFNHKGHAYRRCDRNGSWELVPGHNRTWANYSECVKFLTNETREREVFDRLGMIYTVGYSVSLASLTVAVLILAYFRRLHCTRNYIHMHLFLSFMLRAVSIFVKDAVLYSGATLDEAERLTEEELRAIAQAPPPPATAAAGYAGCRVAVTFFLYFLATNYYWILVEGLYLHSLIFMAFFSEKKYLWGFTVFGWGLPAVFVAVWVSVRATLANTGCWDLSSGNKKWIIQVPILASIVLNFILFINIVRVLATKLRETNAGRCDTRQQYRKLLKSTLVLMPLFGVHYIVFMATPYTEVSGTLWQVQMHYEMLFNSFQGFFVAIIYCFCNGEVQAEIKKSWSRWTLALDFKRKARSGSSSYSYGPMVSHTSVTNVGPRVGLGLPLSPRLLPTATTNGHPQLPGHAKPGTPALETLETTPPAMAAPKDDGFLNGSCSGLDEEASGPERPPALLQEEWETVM
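HEK-293-derived GP2 cells expressing PTHR1 and a GloSensor cAMP reporter, 3,000/well, plated overnight, given luciferin plus IBMX (each 0.5 mM as added) for 1 h at 37 °C, then compound for 1 h at 37 °C. Luminescence was read after 15 min at room temperature.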
pAkt inh: Akt phosphorylation inhibition; Neuro2A IGF-stimulated pAkt S473 HTRF, 20 min; hits give low values; activity change, % for hits at 50 µM; actives 0.32% (n = 360,000); AID 651550; in the data active means activity change below about -80%; inconclusive means mostly about -51% to -80%; further: on the % scale 0 is the no-effect control and ±100 the full control effect
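Neuro2A cells in DMEM with 0.5% FBS, overnight at 37 deg C, given compound at single 50 µM final, then IGF (6 nM final) for 20 min at 37 deg C. Lysed; phospho-Akt Ser473 by HTRF after 24 h, 665/615 ratio.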
aSyn rescue: inhibitors of alpha-synuclein toxicity in yeast | Yeast expressing alpha-synuclein, growth rescue, BacTiter-Glo, 24 h | Potency, µM (highest dose often 46.1 µM), inactives show at the highest dose growth rescue (activation), most hits filed as activators | actives 0.14% (n = 370,000); further: potency means the concentration at half of the fitted maximal effect; % of control where 0% means no effect; nearly all actives have a fitted effect of over 65% in size
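Readout is rescue of growth in alpha-synuclein-expressing yeast, so inhibitors of toxicity appear as activators. Growth after 24 hr at 30 deg C in galactose medium is quantified by luminescence.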
D3 antag: D3 dopamine receptor (human) antagonism; P35462; D3R cells, DiscoveRx beta-arrestin luminescence, antagonist mode; hits give low values; max response, negative = inhibition, %; actives 2.5% (n = 360,000); in the data active means max response below about -50%; inconclusive means no clear call, values can overlap the other calls; further: on the % scale 0 is the no-effect control and ±100 the full control effect; mostly tested at two doses, the higher about 12 µM
Target sequence (P35462 whole entry, looked up): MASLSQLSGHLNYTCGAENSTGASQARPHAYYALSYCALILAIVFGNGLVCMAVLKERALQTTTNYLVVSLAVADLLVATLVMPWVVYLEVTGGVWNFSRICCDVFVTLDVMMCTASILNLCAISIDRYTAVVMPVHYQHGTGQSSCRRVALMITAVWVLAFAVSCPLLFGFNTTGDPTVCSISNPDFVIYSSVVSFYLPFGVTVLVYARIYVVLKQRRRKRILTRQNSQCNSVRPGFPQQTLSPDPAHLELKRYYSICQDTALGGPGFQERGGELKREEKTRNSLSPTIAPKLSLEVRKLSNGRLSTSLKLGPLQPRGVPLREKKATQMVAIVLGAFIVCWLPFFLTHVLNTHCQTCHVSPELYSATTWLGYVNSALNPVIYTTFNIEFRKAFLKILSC
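Cells plated overnight at 1500 cells/well, then exposed to library compounds with dopamine controls for 90 minutes at 37 degrees C. DiscoveRx reagent added for 30–60 minutes at room temperature; luminescence read, quantitative HTS format.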
An asterisk follows results filed as active; [ ] = another dose, or the depositor's remark. Unless noted, the call rests on the fitted dose curve; in most records, active means well fitted curve in the direction sought with a large enough effect; inconclusive means small, poorly fitted or top-dose-only effect, or another doubt; inactive means no such curve, though single readings can be large; an effect the other way counts as inactive or inconclusive. Only part of the results is shown (hit frequency here may not be typical).

O=C(COc1ccc(C(=S)N2CCOCC2)cc1)Nc1ccccc1C(F)(F)F was read as TDP43 rescue 12.5%, GLP-1R agonist 11.7%, FUS yeast rescue 18.2%, GLP1R inv ag -14.3%, Abeta rescue -0.2%, PTHR1 ag inconclusive, pAkt inh inactive, aSyn rescue -0.4% and D3 antag -15.8.
`Cc1nn(-c2ccccc2)c2sc(C(=O)Nc3cccc(O)c3)cc12` gave TDP43 rescue inconclusive, FUS yeast rescue 5.7%, GLP1R inv ag inconclusive, Abeta rescue -13.5% and PTHR1 ag inactive.
For COc1ccc(C(=O)NCc2cn3cccc(C)c3n2)cc1OC the results were TDP43 rescue -2.5%, GLP-1R agonist 1.1%, FUS yeast rescue -11.0%, GLP1R inv ag 19.6%, Abeta rescue 3.6%, PTHR1 ag -3.7%, pAkt inh inactive, aSyn rescue -4.9% and D3 antag 5.0.
`COC(=O)c1sccc1NC(=O)/C=C/c1ccc(Cl)cc1` gave TDP43 rescue 17.8%, GLP-1R agonist -5.6%, GLP1R inv ag 20.0%, Abeta rescue 3.3%, PTHR1 ag -23.5%, pAkt inh inactive, aSyn rescue -0.4% and D3 antag 9.9.
Screening Cc1ccc(Cl)cc1N1CCN(C(=O)c2cc3c(=O)n(C)c4ccccc4c3n2C)CC1 returned TDP43 rescue 8.4%, GLP-1R agonist 2.0%, FUS yeast rescue -25.4%, GLP1R inv ag 0.0%, Abeta rescue -4.2%, PTHR1 ag -55.0%[inhibitor], pAkt inh inactive, aSyn rescue -8.6% and D3 antag 18.1.
`CCN1CCN(c2ccc(S(=O)(=O)N3CCCCC3)cc2NC(=O)Cc2ccccc2F)CC1` gave TDP43 rescue 1.0%, GLP-1R agonist 1.2%, FUS yeast rescue 14.9%, GLP1R inv ag -30.6%, Abeta rescue -3.6%, PTHR1 ag -24.4%, pAkt inh inactive, aSyn rescue -6.8% and D3 antag 2.2.
Screening CCOC(=O)C1CCN(c2ccccc2CN2CCN(c3ccccc3OCC)CC2)CC1 returned TDP43 rescue -0.5%, GLP-1R agonist 15.8%, FUS yeast rescue -20.7%, GLP1R inv ag -13.0%, Abeta rescue 1.6%, PTHR1 ag inactive, pAkt inh inactive, aSyn rescue -1.6% and D3 antag -75.0*.
For O=C(NCCOc1ccccc1F)C1CCC(=O)N(CCc2cccc(F)c2)C1 (configuration not stated) the results were TDP43 rescue -19.6%, GLP-1R agonist 0.0%, FUS yeast rescue 15.4%, GLP1R inv ag 5.1%, Abeta rescue 0.1%, PTHR1 ag -23.1%, pAkt inh inactive, aSyn rescue -2.5% and D3 antag -10.3.
CC(=O)c1c(C)oc2c1cc(NS(=O)(=O)c1c(C)cc(C)cc1C)c1ccccc12 was read as TDP43 rescue 22.1%, GLP-1R agonist -1.2%, FUS yeast rescue -9.3%, GLP1R inv ag 15.2%, Abeta rescue -2.6%, PTHR1 ag -11.5% and aSyn rescue 1.6%.
Screening O=S(=O)(Nc1cccc(S(=O)(=O)N2CCOCC2)c1)c1ccc(Cl)s1 returned TDP43 rescue -25.5%, GLP-1R agonist 7.3%, FUS yeast rescue 18.6%, GLP1R inv ag -18.9%, Abeta rescue -1.6%, PTHR1 ag inactive, pAkt inh inactive, aSyn rescue 4.5% and D3 antag 13.9.
For CCn1c(SCC(=O)N(C)C2CCS(=O)(=O)C2)nnc1-c1cccs1 (configuration not stated) the results were TDP43 rescue -6.4%, GLP-1R agonist -3.5%, FUS yeast rescue -18.7%, GLP1R inv ag -3.0%, Abeta rescue 3.4%, PTHR1 ag inactive, pAkt inh inactive, aSyn rescue 0.0% and D3 antag 3.6.
`CCOC(=O)N1CCN(CC(=O)c2ccc(O)c(C)c2O)CC1` gave TDP43 rescue -2.3%, GLP-1R agonist -5.8%, FUS yeast rescue -15.9%, GLP1R inv ag 4.7%, Abeta rescue -15.0%, PTHR1 ag inactive, aSyn rescue -7.4% and D3 antag 0.8.
Screening COc1ccc(-n2c(=O)/c(=C\c3cccs3)s/c2=C(/C#N)C(=O)NCCN2CCOCC2)cc1 returned TDP43 rescue 9.7%, GLP-1R agonist 0.8%, FUS yeast rescue -1.4%, GLP1R inv ag 2.4%, Abeta rescue 6.4%, PTHR1 ag inactive, pAkt inh inactive, aSyn rescue 7.3% and D3 antag 3.4.
`CCC(C)(C)NC(=O)C(c1ccccn1)N(C(=O)c1csnn1)c1ccc(C)c(C)c1` (configuration not stated) gave TDP43 rescue 14.7%, GLP-1R agonist 0.7%, FUS yeast rescue -3.0%, GLP1R inv ag -6.7%, Abeta rescue 4.3%, PTHR1 ag inconclusive, pAkt inh inactive, aSyn rescue 16.3% and D3 antag -12.1.
CCOC(=O)c1c[nH]c2c(C)ccc(Cl)c2c1=O was read as TDP43 rescue inconclusive, GLP-1R agonist 5.7%, FUS yeast rescue -1.5%, GLP1R inv ag 12.2%, Abeta rescue -19.0%, PTHR1 ag -12.0%, pAkt inh inactive, aSyn rescue 6.8% and D3 antag -12.3.
For COc1cc2c(cc1OC)C(c1ccccc1)N(S(C)(=O)=O)CC2 (configuration not stated) the results were TDP43 rescue 11.1%, GLP-1R agonist 5.6%, FUS yeast rescue -19.6%, GLP1R inv ag 7.1%, Abeta rescue 1.2%, PTHR1 ag -5.5%, pAkt inh inactive, aSyn rescue -1.0% and D3 antag 3.1.
`O=C(Nc1ccc2c(c1)OCCO2)C1CCCN(S(=O)(=O)Cc2ccccc2)C1` (configuration not stated) gave TDP43 rescue -6.6%, GLP-1R agonist -2.6%, FUS yeast rescue 14.0%, GLP1R inv ag inconclusive, Abeta rescue 2.0%, PTHR1 ag inactive, pAkt inh inactive, aSyn rescue 5.6% and D3 antag 25.2.
CCOc1ccc(S(=O)(=O)N(CC(=O)O)c2ccccc2)cc1 was read as TDP43 rescue -5.4%, GLP-1R agonist -6.6%, FUS yeast rescue 5.5%, GLP1R inv ag 4.6%, Abeta rescue 21.9%, PTHR1 ag -1.2%[57.5 µM], aSyn rescue 2.8% and D3 antag 11.3.
For O=C(Nc1ccc(C(=O)Oc2ccccc2)c(O)c1)c1ccccc1 the results were TDP43 rescue -8.2%[0.397 µM], GLP-1R agonist 11.5%, FUS yeast rescue 1.3%, GLP1R inv ag inconclusive, Abeta rescue -0.1%, PTHR1 ag -21.2%, pAkt inh inactive, aSyn rescue 0.3% and D3 antag 21.0.
Screening CCCCCOC(=O)CSc1n[nH]c(=O)[nH]c1=O returned TDP43 rescue 11.3%, GLP-1R agonist -10.8%, FUS yeast rescue -5.6%, GLP1R inv ag 4.1%, Abeta rescue 26.2%, PTHR1 ag -2.1%, pAkt inh inactive, aSyn rescue 2.7% and D3 antag 1.4.
Screening NCC(=O)Nc1ccc(Cl)cc1C(=O)c1ccc[nH]1 returned TDP43 rescue -0.1%, GLP-1R agonist 1.8%, FUS yeast rescue -24.1%, GLP1R inv ag inconclusive, Abeta rescue 9.9%, PTHR1 ag -9.5%, pAkt inh inactive, aSyn rescue 8.1% and D3 antag 0.6.
For Nc1c(-c2ccccc2)c(CN2CCOCC2)nn1-c1ccc(C(=O)O)cc1 the results were TDP43 rescue -17.9%, GLP-1R agonist -4.9%, GLP1R inv ag 5.4%, Abeta rescue 23.8%, PTHR1 ag inactive, pAkt inh inactive, aSyn rescue -5.1% and D3 antag 5.6.
Screening O=C(C1CCC(=O)N1C1CCCCC1)N1CCN(c2ccc(F)cc2)CC1 (configuration not stated) returned TDP43 rescue -12.4%, GLP-1R agonist 1.4%, FUS yeast rescue 1.9%, GLP1R inv ag 6.0%, Abeta rescue 4.9%, PTHR1 ag inactive, pAkt inh inactive, aSyn rescue 4.0% and D3 antag -14.8.
For O=C(Cn1ncc2c3ccccc3n(Cc3ccc(Cl)cc3)c2c1=O)NCc1ccccn1 the results were TDP43 rescue 24.2%[9.22 µM], FUS yeast rescue -17.1%, GLP1R inv ag 0.5%, Abeta rescue -4.8% and PTHR1 ag -4.7%.
`O=C(CCSc1ccccc1)NCCN1CCOCC1` gave TDP43 rescue -14.8%, GLP-1R agonist -4.9%, FUS yeast rescue 12.7%, GLP1R inv ag 7.0%, Abeta rescue -8.3%, PTHR1 ag -1.0%[57.5 µM], pAkt inh inactive, aSyn rescue 7.9% and D3 antag inconclusive.
For CC1=C(C(=O)Nc2cccc(C(F)(F)F)c2)C2(CCCCC2)OC1=O the results were TDP43 rescue inconclusive, FUS yeast rescue -3.8%, GLP1R inv ag inconclusive, Abeta rescue 12.1% and PTHR1 ag -15.5%.
For COc1ccccc1N1CCN(S(=O)(=O)CCNC(=O)C2CC2)CC1 the results were TDP43 rescue -13.4%, GLP-1R agonist 5.1%, FUS yeast rescue 4.1%, GLP1R inv ag 10.6%, Abeta rescue -0.6%, PTHR1 ag inactive, pAkt inh inactive, aSyn rescue 1.5% and D3 antag 0.9.
For CCC1CCCCN1C(=O)CN1C(=O)CSC1=O (configuration not stated) the results were TDP43 rescue -10.7%, GLP-1R agonist -1.3%, FUS yeast rescue 7.9%, GLP1R inv ag 5.0%, Abeta rescue 20.3%, PTHR1 ag inactive, pAkt inh inactive, aSyn rescue 11.4% and D3 antag 10.2.
Cc1ccc(/C=C/S(=O)(=O)NCC(=O)OCC(=O)NCc2ccccc2)cc1 was read as TDP43 rescue 0.4%, GLP-1R agonist -7.8%, GLP1R inv ag -1.1%, Abeta rescue 8.9%, PTHR1 ag inactive, pAkt inh inactive, aSyn rescue -0.2% and D3 antag -4.3.
`COc1ccc(C2CC(=O)c3cnc(NC(=O)c4ccccc4OC)nc3C2)c(OC)c1` (configuration not stated) gave TDP43 rescue 17.8µM*, GLP-1R agonist 20.9%, FUS yeast rescue 26.2%, GLP1R inv ag 5.6%, Abeta rescue -14.1%, PTHR1 ag -14.8%[57.5 µM], pAkt inh inactive, aSyn rescue 13.8% and D3 antag 18.9.
